Assay outcomes: PubChem BioAssay, several laboratories
Bim-Bcl-W = disrupts Bim peptide binding to human Bcl-W; Q92843; bead-based flow cytometry; inhibition, % at 10 µM; 190,000 compounds, 0.02% hits;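 note: 0% = bound tracer without compound and 100% = peptide blocker; higher means less fluorescent Bim peptide bound to Bcl-W beads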
Target sequence (Q92843 whole entry, looked up): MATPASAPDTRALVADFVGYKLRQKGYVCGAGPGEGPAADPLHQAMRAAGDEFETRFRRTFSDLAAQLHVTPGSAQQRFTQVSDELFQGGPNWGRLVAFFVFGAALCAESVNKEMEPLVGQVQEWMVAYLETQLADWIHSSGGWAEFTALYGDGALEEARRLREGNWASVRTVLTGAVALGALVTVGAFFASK
Mcl1-Noxa inh = disrupts binding of human Mcl-1 to Noxa peptide. inhibition, % at 21.7 µM. 220,000 compounds, 1.5% hits. TR-FRET Mcl-1/Noxa peptide binding, 2 h. Q07820. AID 1022;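 active = compounds that cut the protein-peptide binding signal by more than 50% relative to plate controls in a single-dose test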;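 note: His-tagged Mcl-1 with rhodamine Noxa BH3 peptide and terbium anti-His antibody; 0% = Mcl-1 plus Noxa peptide wells and 100% = peptide-only wells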
RGS4-Gao reg = modulates binding of RGS4 to human Galphao. Multiplexed bead flow cytometry; actives lie on both sides. 220,000 compounds, 0.33% hits. binding response (% of control), % at 10 µM. P09471; in the data active = binding response below about 49% or above about 150%; inactive = in between;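 note: fluorescent Galphao activated with aluminum fluoride binding bead-coupled RGS4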
Target sequence (P09471 whole entry, looked up): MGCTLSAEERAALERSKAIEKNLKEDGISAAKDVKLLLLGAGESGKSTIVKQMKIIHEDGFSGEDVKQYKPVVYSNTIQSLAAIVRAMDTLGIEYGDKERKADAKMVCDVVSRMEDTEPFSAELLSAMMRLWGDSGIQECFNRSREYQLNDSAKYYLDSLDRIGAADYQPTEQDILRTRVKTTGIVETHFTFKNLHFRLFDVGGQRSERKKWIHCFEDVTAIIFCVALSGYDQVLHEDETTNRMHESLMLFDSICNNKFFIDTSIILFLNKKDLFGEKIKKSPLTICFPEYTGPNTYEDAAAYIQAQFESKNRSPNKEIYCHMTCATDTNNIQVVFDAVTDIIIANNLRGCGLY
Bim-Bcl-2 = human Bim-Bcl-2 interaction inhibition; inhibition, % at 10 µM; Bead-based flow cytometry, Bim peptide-Bcl-2 binding; 190,000 compounds, 0.06% hits; P10415; in the data active = inhibition above about 40%; inconclusive = no clear call, values can overlap the other calls;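 note: 0% = no compound wells with probe peptide and 100% = reference peptide inhibitor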
Target sequence (P10415 whole entry, looked up): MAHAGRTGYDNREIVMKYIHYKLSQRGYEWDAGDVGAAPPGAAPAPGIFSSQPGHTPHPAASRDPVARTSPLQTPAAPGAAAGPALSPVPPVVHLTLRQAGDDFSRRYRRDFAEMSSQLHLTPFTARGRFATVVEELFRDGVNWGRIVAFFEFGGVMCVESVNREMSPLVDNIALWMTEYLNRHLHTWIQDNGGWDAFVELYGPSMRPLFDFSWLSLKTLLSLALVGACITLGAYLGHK
RGS8-Gao reg = human RGS8-Galphao interaction regulation; P09471; multiplexed bead flow cytometry, RGS8-Galphao binding; actives lie on both sides; response (percent of control binding), % at 10 µM; 220,000 compounds, 0.34% hits; in the data active = response below about 60% or above about 140%; inactive = in between;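 note: Galphao activated as the GDP aluminium fluoride complex binding bead-coupled RGS8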
Bfl-1 Bim block = inhibitors of Bim-Bfl-1 interaction, human. Q16548. Bead-based flow cytometry, Bim-Bfl-1 binding inhibition. inhibition, % at 10 µM. 190,000 compounds, 0.12% hits;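 note: 0% = wells without compound plus tracer and 100% = blocker peptide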
Bcl-XL Bim block = inhibitors of Bim-Bcl-XL interaction, human | Q07817 | Bim peptide-Bcl-XL binding, bead flow cytometry, fluorescence | inhibition, % at 10 µM | 190,000 compounds, 0.04% hits
Target sequence (Q07817 whole entry, looked up): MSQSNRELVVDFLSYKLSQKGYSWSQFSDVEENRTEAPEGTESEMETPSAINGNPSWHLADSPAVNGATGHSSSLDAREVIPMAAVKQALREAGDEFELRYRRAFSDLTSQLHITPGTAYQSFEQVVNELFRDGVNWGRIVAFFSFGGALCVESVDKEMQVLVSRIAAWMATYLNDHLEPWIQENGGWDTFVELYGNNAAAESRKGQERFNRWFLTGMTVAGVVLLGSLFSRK
Bim-Mcl-1 = human Bim-Mcl-1 interaction inhibition. inhibition, % at 10 µM. Q07820. Bead-based flow cytometry, Bim peptide-Mcl-1 binding. 190,000 compounds, 0.1% hits;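 note: 0% = no compound tracer wells and 100% = peptide blocker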
RGS7-Gao reg = regulators of human RGS7-Galphao interaction; 220,000 compounds, 0.35% hits; binding response (% of control), % at 10 µM; Multiplexed bead flow cytometry, RGS7-Galphao binding; actives lie on both sides; P09471; in the data active = binding response below about 49% or above about 150%; inconclusive = no clear call, values can overlap the other calls; inactive = in between;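 note: fluorescent Galphao held in activated GDP-AlF4 state binding bead-coupled RGS7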
Bim-Bcl-B = disrupts Bim peptide binding to human Bcl-B; 190,000 compounds, 0.073% hits; bead-based flow cytometry; inhibition, % at 10 µM;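 note: 0% = tracer peptide without compound and 100% = reference inhibitor peptide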
Mcl1-Bid inh = Mcl-1/Bid interaction inhibition; Q07820; TR-FRET Mcl-1/Bid-Dy647 peptide binding, 1536-well; inhibition, % at 21.7 µM; 220,000 compounds, 0.97% hits; AID 1021;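 active = compounds that cut the binding signal by more than half at the single screening dose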;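 note: His-tagged Mcl-1 with europium anti-His antibody binding Bid BH3 peptide; 0% = Mcl-1 plus peptide wells and 100% = peptide-only wells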
* = called active by the depositor; ? = inconclusive; · = no result given; [ ] = another dose, or the depositor's remark. Cut-off read from the data, not from the text of the source, unless noted: active = inhibition above about 40%.

SMILES	Bim-Bcl-W	Mcl1-Noxa inh	RGS4-Gao reg	Bim-Bcl-2	RGS8-Gao reg	Bfl-1 Bim block	Bcl-XL Bim block	Bim-Mcl-1	RGS7-Gao reg	Bim-Bcl-B	Mcl1-Bid inh
Cn1c(N2CCOCC2)nc2c1c(=O)n(Cc1ccc(Cl)c(Cl)c1)c(=O)n2C	0	20	97	-10	99	-13	-2	-2	95	-12	-16
O=C(Nc1ccc(N2CCOCC2)c(Cl)c1)c1ccc(Br)o1	-1	11	105	-13	105	-13	-12	-1	103	-9	0
CC(=O)Nc1ccc(C2=NN(C)C(=NCc3ccccc3)SC2)cc1	6	1	99	4	103	1	-1	2	102	0	-13
CCN(CC)CCNC(=O)c1ccc(Cl)c(S(=O)(=O)Nc2ccc(Cl)cc2)c1	0	3	97	-1	100	-6	-8	2	103	-3	-3
Cc1nc2ccccn2c1C(=O)c1ccccc1	-6	-3	104	-14	103	-21	-11	-8	100	-12	-25
CC(C)OC(=O)c1cccc(C(=O)Oc2ccc(Br)cc2)n1	0	-4	114	3	113	-1	2	0	121	-1	-7
O=C(O)CCCC(=O)Nc1c(F)c(F)c(F)c(F)c1F	3	7	92	-4	97	-10	-11	0	96	-5	-18
Cc1ccc(NC(=O)CN2C(=O)S/C(=C\c3cccn3C)C2=O)cc1	0	1	100	-1	102	0	0	-3	97	-2	-1
COc1ccc(NC(=O)c2c(NC(=O)CNCc3ccco3)sc3c2CCC3)cc1	-1	3	102	-3	102	-1	-3	0	101	0	-64
Cc1[nH]n(-c2ccccc2)c(=O)c1N=O	1	3	102	-3	103	-8	-1	0	102	-4	-38
CN(Cc1ccccn1)Cc1nc(-c2ccc(Cl)cc2)no1	-3	31	103	-7	103	-7	-4	-2	103	-6	3
COc1ccccc1N1CCN(CCCNC(=O)Nc2ccccc2)CC1	-3	-1	104	-9	98	-18	-6	-2	104	-7	-23
COCc1nnc(SCC(=O)Nc2cccc(Cl)c2C)n1-c1ccccc1	0	-3	100	-11	99	-15	-7	-4	98	-16	-23
O=C(CCC1COc2ccccc2O1)Nc1cccnc1 (centres undefined)	-2	-4	102	-7	100	-2	-3	-1	100	-9	-10
CC(C)C1CC(CCN2CCCCC2)(c2ccccc2)CCO1 (centres undefined)	-1	22	102	3	103	-2	2	2	98	-1	-14
CCOc1ccc(S(=O)(=O)n2nnc3ccccc32)cc1C	-1	26	98	-14	100	-16	-11	-3	95	-3	-2
Cc1ccc2nc(NC(=O)CCNS(=O)(=O)c3cccs3)sc2c1	0	-6	87	-9	100	-10	-4	0	92	-6	16
CN1CCN(/N=C/c2c3ccccc3c(Cl)c3ccccc23)CC1	-1	11	105	-3	107	0	-2	0	104	-2	-6
COCCCn1c(SCC(=O)n2c(C)c(C)c3ccccc32)nnc1-c1ccoc1C	0	17	102	-6	102	-11	-3	-1	100	-5	-30
CCOC(=O)C1CCN(CCC(=O)Nc2ccc(C)c(C)c2)CC1	-1	-8	102	-3	102	-7	-3	0	108	-5	-12
O=C(Cc1c(C(=O)O)[nH]c2ccccc12)NCCN1CCN(c2ccccc2F)CC1	4	19	98	-5	104	-11	-1	0	100	-4	-12
CC1(C)C2CCC(C2)C1(C)NC(=O)CN1CCOCC1 (centres undefined)	-3	23	102	-4	104	-3	-4	0	101	-1	32
Cc1nnc(SCC(N)=O)n1CC1CCCO1 (centres undefined)	-3	-15	98	-3	101	0	-1	-2	98	-1	-1
Cc1ccc(C)n1-c1ccc(C(=O)/C=C/N(C)C)cc1	0	11	92	-2	92	-4	-2	0	?	0	-25
O=C(N[C@@H](Cc1ccccc1)C(=O)O)c1c(F)c(F)c(F)c(F)c1F	-2	9	102	-3	102	-5	-2	-5	112	-4	3
COCCCN1C(=O)C(=O)/C(=C(/O)c2ccc(C)cc2)C1c1ccccc1 (centres undefined)	0	11	99	-8	99	-13	-6	2	97	-4	6
CS(=O)(=O)N(Cc1ccc(Cl)cc1)c1ccc(C(=O)Nc2cccnc2)cc1	-7	3	99	-13	95	-18	-8	-3	99	-13	5
NC(=O)C1(N2CCCCC2)CCN(CC(=O)Nc2ccc(Oc3ccccc3)cc2)CC1	-6	-14	105	-12	101	-19	-9	-3	106	-14	-7
CCOC(=O)c1c(NC(=O)c2cc(C)oc2C)sc(C(=O)Nc2ccc(Cl)cc2)c1C	2	-7	98	-1	102	-8	0	1	99	0	2
Cc1[nH]c2ccccc2c1C(=O)CN1CCSCC1	-1	15	99	0	102	-2	0	-3	97	-3	-27
CN(C)/C=N/c1cnc(C(=O)c2ccc(Cl)cc2)n1C	0	14	98	-9	100	-12	-4	0	96	-5	-36
CC(C)Oc1ccc(CNC(=O)CC(c2ccccc2)c2cc(Cl)ccc2O)cc1 (centres undefined)	0	0	99	-3	100	-2	-3	-2	99	-1	-2
CC(C)OCCCNCc1cccs1	1	12	108	0	113	3	1	0	103	0	-11
O=C(O)Cc1c(-c2ccccc2Cl)c2cc(Br)ccc2[nH]c1=O	·	20	89	·	97	·	·	·	?	·	-4
COCCOc1ccc(C(F)(F)F)cc1Nc1nc2ccccc2o1	-4	32	101	-10	100	-7	-7	-4	98	-16	-11
COC(=O)CCC/C=C1/SCC(NC(=O)c2ccccc2)C1NC(C)=O (centres undefined)	-1	-13	90	-2	86	-12	-5	-2	84	-3	-42
O=C(COc1ccc(C(=O)c2ccccc2)cc1)NC1CCCCCC1	-5	17	105	-2	107	-2	-5	-7	103	-9	-8
CCOP(=O)(c1ccccc1)C1(O)CCCCC1 (centres undefined)	0	-5	101	-3	101	-9	-4	2	102	-4	-24
CN1C(=O)[C@@H]2[C@@H]3C[C@@H]([C@H]4ON=C(c5ccc(Cl)cc5)[C@@H]34)[C@@H]2C1=O	12	12	101	9	103	8	14	15	105	14	-4
Cc1cc(C)n(-c2cc(N3CCN(S(=O)(=O)c4ccc(Cl)cc4)CC3)ccc2[N+](=O)[O-])n1	-2	5	100	-2	100	0	-4	-3	98	-8	-2

Entries from the list above that have an aryl methoxy group (2):
SMILES	Bim-Bcl-W	Mcl1-Noxa inh	RGS4-Gao reg	Bim-Bcl-2	RGS8-Gao reg	Bfl-1 Bim block	Bcl-XL Bim block	Bim-Mcl-1	RGS7-Gao reg	Bim-Bcl-B	Mcl1-Bid inh
COc1ccc(NC(=O)c2c(NC(=O)CNCc3ccco3)sc3c2CCC3)cc1	-1	3	102	-3	102	-1	-3	0	101	0	-64
COc1ccccc1N1CCN(CCCNC(=O)Nc2ccccc2)CC1	-3	-1	104	-9	98	-18	-6	-2	104	-7	-23

An excerpt from above, reduced to Bim-Mcl-1.
SMILES	Bim-Mcl-1
CCOP(=O)(c1ccccc1)C1(O)CCCCC1 (centres undefined)	2
CN1C(=O)[C@@H]2[C@@H]3C[C@@H]([C@H]4ON=C(c5ccc(Cl)cc5)[C@@H]34)[C@@H]2C1=O	15

Other results
SMILES	Bim-Bcl-W	Mcl1-Noxa inh	RGS4-Gao reg	Bim-Bcl-2	RGS8-Gao reg	Bfl-1 Bim block	Bcl-XL Bim block	Bim-Mcl-1	RGS7-Gao reg	Bim-Bcl-B	Mcl1-Bid inh
Cc1cc(C)n(CCOc2nonc2N)n1	-4	-20	99	-2	102	-26	-7	-3	99	-10	-32
COc1ccc(OCC(=O)Nc2ccc(N3CCN(C(=O)c4ccccc4C)CC3)cc2)cc1	-4	22	98	-7	99	-8	-5	-3	99	-6	-24
CC(=O)NS(=O)(=O)c1ccc(NC(=O)CSc2ccccc2)cc1	·	9	93	·	98	·	·	·	?	·	2
COC(=O)CCNS(=O)(=O)c1ccc2ccccc2c1	0	20	106	-2	90	0	0	-1	130	0	-12
C=CCn1c(-c2csc(-c3ccccc3)n2)n[nH]c1=S	-1	10	103	-1	85	2	-2	0	104	-11	-44
CC(=O)Nc1cccc(CP(=O)(c2ccccc2)c2ccccc2)c1	·	5	105	·	98	·	·	·	?	·	-28
CCOC(=O)c1[nH]ncc1CN1CCCC(C(=O)c2ccc(C(C)(C)C)cc2)C1 (centres undefined)	0	24	114	-7	140*[activator]	3	-1	0	112	0	1
CCOc1cc(NC(=S)NCc2ccco2)c(OCC)cc1NC(=O)c1ccco1	6	19	104	6	106	2	5	4	108	0	-68
CCOC(=O)c1c(C)[nH]c(C(=O)COC(=O)CNC(=O)c2ccc(Cl)cc2Cl)c1C	-1	5	103	-11	103	-15	-6	-3	100	-7	-4
O=C(CCc1ccccc1)Nc1ccccc1C(=O)N1CCOCC1	-3	-3	104	-5	102	-5	-3	0	103	-4	-14
CC1Cc2cc(/C(O)=C3/C(=O)C(=O)N(CCCn4ccnc4)C3c3cccnc3)ccc2O1 (centres undefined)	1	3	97	2	97	-4	-1	-1	90	0	-124
CC(=O)c1cccc(NC(=O)/C(=C\c2ccco2)NC(=O)c2cccs2)c1	-4	2	99	-15	100	-20	-6	-1	98	-10	-13
COc1ccc(CNC(=O)C(c2ccncc2)N(C(=O)Cc2cccs2)c2cccnc2)cc1 (centres undefined)	·	4	95	·	100	·	·	·	?	·	-70
Cc1cccc(CN2CCN(C3CCCC3)C(CCO)C2)n1 (centres undefined)	-3	10	96	3	98	2	0	-1	100	0	-4
O=C(CSc1nnnn1C1CCCCC1)NCc1cccs1	-2	11	102	-3	100	-3	-5	-1	97	-4	3
CNC(=O)c1nnn(Cc2ccccc2)c1NC(=O)C(F)(F)F	1	11	101	0	98	1	0	0	101	2	-6
Cc1cc(=O)oc(C)c1C(=O)NCCNC(=O)c1c(C)cc(=O)oc1C	4	24	100	-4	100	-9	2	0	100	-4	-10
CCn1c(SCC(=O)Nc2ccccc2N2CCOCC2)nnc1-c1ccccc1	-1	-15	89	-1	96	-1	-1	0	88	-1	-33
Cc1cc(SCn2nnc3ccccc3c2=O)nc2ccccc12	15	-17	113	13	92	20	24	16	104	10	-14
COc1ccc(C2OC3=C(Nc4cc(C)c(C)cc4N3)C2=O)cc1 (centres undefined)	·	-1	98	·	100	·	·	·	?	·	-13

Marked active in RGS8-Gao reg (from the list above):
SMILES	Bim-Bcl-W	Mcl1-Noxa inh	RGS4-Gao reg	Bim-Bcl-2	RGS8-Gao reg	Bfl-1 Bim block	Bcl-XL Bim block	Bim-Mcl-1	RGS7-Gao reg	Bim-Bcl-B	Mcl1-Bid inh
CCOC(=O)c1[nH]ncc1CN1CCCC(C(=O)c2ccc(C(C)(C)C)cc2)C1 (centres undefined)	0	24	114	-7	140*[activator]	3	-1	0	112	0	1

Going on with the list.
SMILES	Bim-Bcl-W	Mcl1-Noxa inh	RGS4-Gao reg	Bim-Bcl-2	RGS8-Gao reg	Bfl-1 Bim block	Bcl-XL Bim block	Bim-Mcl-1	RGS7-Gao reg	Bim-Bcl-B	Mcl1-Bid inh
c1ccc(-c2oc3ncnc(NCCCN4CCOCC4)c3c2-c2ccccc2)cc1	1	31	100	0	111	2	-1	0	100	4	-6
CC(=O)N1N=C(c2cccs2)CC1c1ccc(C)o1 (centres undefined)	0	4	102	1	103	4	3	-6	107	7	-1
CCn1c(=O)c(C(=O)NNS(=O)(=O)c2ccc(C)cc2)c(O)c2ccccc21	0	-18	98	-6	99	-5	-2	-1	100	-1	-18
CCOc1cc(C(N)=O)cc(Cl)c1OCc1ccccc1	0	-8	103	-5	101	-4	-1	-1	?	0	-12
COc1ccc2c(=O)c(C(=O)NCCc3ccc(OC)c(OC)c3)c[nH]c2c1	-1	-2	100	-9	102	-13	-5	-1	97	-10	-33
